Eya2 inh – qHTS Assay for Inhibitors of the Phosphatase Activity of Eya2; AID 488837, 2010; Potency, µM (doses to about 76.9 µM), inactives show at the top dose activity, negative = inhibition, usual class: inhibitors; recombinant Eya2, OMFP fluorescence dephosphorylation (OMFP is methylfluorescein phosphate); hit rate 0.006% among 330,000; note: potency is the fitted concentration of half-maximal effect; % is set by controls: 0 for no effect and ±100 for the full control effect
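Eya2 protein (added as 0.2 uM solution) was preincubated with compound for 10 min at ambient temperature in 50 mM HEPES pH 7.5, 50 mM NaCl, 5 uM MgCl2, 0.05% BSA, 1 mM DTT. OMFP (added at 50 uM) then reacted 10 min; fluorescence read at 485/525 nm.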
USP2a inh – qHTS Assay for Inhibitors of Ubiquitin-specific Protease USP2a Using CHOP2 as the Reporter; Ubiquitin carboxyl-terminal hydrolase 2 (Homo sapiens), O75604; USP2 core, Ub-CHOP2 coupled fluorogenic reporter, 485/531; Potency, µM (highest dose often 38.3 µM), for inactives: top-dose activity change, negative = inhibition, usual class: inhibitors; hit rate 0.01% among 330,000;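 note: potency is the fitted concentration of half-maximal effect; plate controls were DMSO wells for no effect and full inhibition by NEM control for full effect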
Target sequence (O75604 whole entry, looked up): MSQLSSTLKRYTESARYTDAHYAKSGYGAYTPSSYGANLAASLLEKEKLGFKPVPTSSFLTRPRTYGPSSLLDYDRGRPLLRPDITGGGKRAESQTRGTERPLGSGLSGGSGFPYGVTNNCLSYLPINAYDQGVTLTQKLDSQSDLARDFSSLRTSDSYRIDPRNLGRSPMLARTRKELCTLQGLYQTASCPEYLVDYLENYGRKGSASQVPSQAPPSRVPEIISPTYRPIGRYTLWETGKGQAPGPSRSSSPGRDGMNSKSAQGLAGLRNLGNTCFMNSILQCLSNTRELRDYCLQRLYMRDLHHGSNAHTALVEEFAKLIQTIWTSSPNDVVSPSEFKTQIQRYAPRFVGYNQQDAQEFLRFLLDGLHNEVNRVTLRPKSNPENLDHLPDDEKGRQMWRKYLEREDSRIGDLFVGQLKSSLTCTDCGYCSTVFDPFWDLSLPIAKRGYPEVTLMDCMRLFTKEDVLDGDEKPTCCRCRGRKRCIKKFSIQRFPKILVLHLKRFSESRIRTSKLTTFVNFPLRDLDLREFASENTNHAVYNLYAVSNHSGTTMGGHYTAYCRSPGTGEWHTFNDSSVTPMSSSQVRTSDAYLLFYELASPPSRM
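Cell-free coupled assay: 10nM USP2 core preincubated 30min RT with compound in Tris-HCl pH 8.0/CaCl2/CHAPS buffer, then 25nM Ub-CHOP2 and 25nM reporter substrate; fluorescence (Ex 485/Em 531) read after 60min RT, normalized to NEM inhibition, concentration-response curves fitted.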
TSHR antagonist – Antagonists of the Thyroid Stimulating Hormone Receptor: HTS campaign | AID 504810, 2011 | TSHR-expressing cells, TSH-stimulated cAMP HTRF, 2 h; active compounds read low | Thyrotropin receptor (Homo sapiens), P16473 | activity change, negative = inhibition, % at 11.5 µM | hit rate 0.2% among 330,000;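 active = activity change below a set negative limit, meaning inhibition stronger than a set level, cut at about -70% in these data; inconclusive = activity change between two set negative limits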; note: % is set by controls: 0 for no effect and ±100 for the full control effect
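Cell-based HTRF cAMP assay; TSHR cells + compound, TSH EC80 (4nM final), 2 h, 37 deg C. Lysis with anti-cAMP cryptate and cAMP-d2, 30 min RT, read 665/620 nm.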
uPA surface inh – qHTS for Inhibitors of Cell Surface uPA Generation | AID 540303, 2011 | Potency, µM (titrated, usually from 38.3 µM), for inactives: at the top dose activity change, negative = inhibition, actives largely listed as inhibitors | hit rate 0.31% among 330,000 | cell surface uPA generation assay, qHTS; active = well fitted inhibition curve with a large enough effect; inconclusive = small, poorly fitted or top-dose-only effect; inactive = no such curve, though single readings can be large or run the other way; tested in mouse RAW 264.7 cells; note: potency is the fitted concentration of half-maximal effect; % is set by controls: 0 for no effect and ±100 for the full control effect; nearly all actives have a fitted effect of over 55% in size
TSG101-PTAP inh – qHTS Assay for Iinhibitors of HIV-1 Budding by Blocking the Interaction of PTAP/TSG101 | Fluorescence polarization, FITC-PTAP peptide / Tsg101 binding | Potency, µM (doses to about 115 µM), inactives show at the highest dose activity change, negative = inhibition, usual class: inhibitors | 340,000 tested, under 10 active; active = well fitted inhibition curve with a large enough effect in the main read-out, with a control signal flat, not every such curve was filed as active; inconclusive = small, poorly fitted or top-dose-only effect, or effect the other way, or a change in a side signal; inactive = no such curve, though single readings can be large or run the other way; note: potency is the fitted concentration of half-maximal effect; % of control where 0% means no effect
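Tsg101 binding domain (10 uM final) was mixed with compound and a FITC-labeled PTAP peptide (50 nM final) in HEPES pH 7.5 buffer with NaCl, Tween 20, EDTA and TCEP; fluorescence polarization was read after 20 min at r.t.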
Tb PFK inh – qHTS Assay to Find Inhibitors of T. brucei phosphofructokinase; T. brucei PFK, ADP-Glo luminescence; Potency, µM (series often up to 57.5 µM), for inactives: at the highest dose activity, negative = inhibition, hits mostly inhibitors; hit rate 0.17% among 330,000; AID 485367, 2010;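 note: potency is the fitted concentration of half-maximal effect; 0% = uninhibited 1x PFK enzyme wells and -100% = no-enzyme wells; nearly all actives have a fitted effect of over 60% in size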
Target sequence (O15648 whole entry, looked up): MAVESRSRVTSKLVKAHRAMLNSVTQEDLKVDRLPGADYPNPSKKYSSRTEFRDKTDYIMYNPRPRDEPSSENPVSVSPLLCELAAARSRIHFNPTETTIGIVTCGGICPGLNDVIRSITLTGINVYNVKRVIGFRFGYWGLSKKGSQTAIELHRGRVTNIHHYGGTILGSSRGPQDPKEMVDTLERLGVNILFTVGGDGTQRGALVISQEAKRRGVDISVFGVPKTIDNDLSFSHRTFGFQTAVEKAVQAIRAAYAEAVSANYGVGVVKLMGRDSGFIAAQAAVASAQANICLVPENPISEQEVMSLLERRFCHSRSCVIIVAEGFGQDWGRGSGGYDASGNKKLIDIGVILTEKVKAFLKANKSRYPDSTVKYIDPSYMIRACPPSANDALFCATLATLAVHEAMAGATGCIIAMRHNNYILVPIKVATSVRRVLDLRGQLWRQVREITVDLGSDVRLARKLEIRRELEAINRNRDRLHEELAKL
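Activity is normalized to no-enzyme wells (full inhibition) and 1.25 nM enzyme wells (no inhibition). Reaction: 0.5 mM F6P, 0.1 mM ATP, 45 min RT, ADP-Glo luminescence; concentration-response curves fitted and classed by quality.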
Chronic BCR inh – qHTS Assay to Find Inhibitors of Chronic Active B-Cell Receptor Signaling; ABC-DLBCL IkBa-CBG/CBR reporter, luminescence ratio, 4 h; Potency, µM (titrated, usually from 46.1 µM), inactives show top-dose ratio change, negative = lower green/red ratio, usual class: inhibitors; hit rate 0.05% among 340,000; active = well fitted inhibition curve with a large enough effect in the signal ratio, with a control signal flat, not every such curve was filed as active; inconclusive = small, poorly fitted or top-dose-only effect, or effect the other way, or a change in a side signal; the % refers to the signal ratio;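 note: potency is the fitted concentration of half-maximal effect; plate controls were basal doxycycline-induced cells for no effect and cells given 10 µM MG132 for full effect; MG132 reads +100%, hits lower the ratio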
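Compounds up to 46 uM were incubated four hours with TMD8 cells whose green CBG68 luciferase is fused to IkappaBalpha; red CBR luminescence normalised the signal, and concentration-effect curves were fitted to fusion, red and ratio data.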
ELG1 repair inh – qHTS screen for small molecules that inhibit ELG1-dependent DNA repair in human embryonic kidney (HEK293T) cells expressing luciferase-tagged ELG1; hit rate 2.3% among 330,000; Potency, µM (doses to about 46.1 µM), without a hit: top-dose activity change, negative = inhibition, usual class: inhibitors; HEK293T ELG1-luciferase reporter, luminescence, 16 h; DNA damage induced by 5-fluorouridine; note: potency is the fitted concentration of half-maximal effect; % is set by controls: 0 for no effect and ±100 for the full control effect; nearly all actives have a fitted effect of over 55% in size
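Quantitative HTS, concentration-response format. 2,000 cells/well co-treated with 5-fluorouridine and compound, 16 hr in 5% CO2 at 37 °C; ONE-Glo luminescence read after 30 min.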
B2AR arrestin – qHTS assay of beta-arrestin-biased ligands of beta2-adrenergic receptor; beta-arrestin recruitment to beta2AR, cell-based reporter; Potency, µM (doses to about 46.1 µM), for inactives: top-dose activation, most hits filed as activators; hit rate 0.02% among 330,000;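 note: potency is the fitted concentration of half-maximal effect; 0% = DMSO controls and full agonism = EC100 isoproterenol or metaproterenol; nearly all actives have a fitted effect of over 65% in size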
TCR act – Activators of T cell receptors: qHTS campaign; primary human leukocytes, anti-CD3, IL-2 HTRF, 48 h; Potency, µM (top dose mostly 9.22 µM), without a hit: at the highest dose activation of IL-2 secretion, actives largely listed as activators; 330,000 tested, under 10 active; AID 504894, 2011; note: % of control where 0% means no effect
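Human primary leukocytes + a-CD3 beads + cpd, 48 hr; IL-2 in supernatant by HTRF (ex 320nm / em 665nm). No co-stimulatory signal supplied.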
Mito fusion act – qHTS Assay for Small Molecule Inhibitors of Mitochondrial Division or Activators of Mitochondrial Fusion. AID 485298, 2010. Potency, µM (highest dose often 46.1 µM), inactives show at the top dose growth rescue (activation), actives largely listed as activators. S. cerevisiae fusion-defective mutant growth rescue, CellTiterGlo 48 h. hit rate 0.23% among 320,000;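 note: potency is the fitted concentration of half-maximal effect; % of control where 0% means no effect; nearly all actives have a fitted effect of over 45% in size; temperature-sensitive fusion mutants such as fzo1-1 at 37 °C on non-fermentable ethanol glycerol medium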
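Compounds are tested for their ability to restore growth of mitochondrial fusion-defective yeast strains at non-permissive 37C in YPEG medium over 48 hours. Viability is quantified by luciferase luminescence.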
* marks the source's active call; other numbers are inactive results; ? = inconclusive; · = no result given; & = joins results of further samples; [ ] = dose if it differs, or a comment. Unless noted, calls come from the whole dose curve; as a rule, active = well fitted curve in the direction sought with a large enough effect; inconclusive = small, poorly fitted or top-dose-only effect, or another doubt; inactive = no such curve, though single readings can be large; an effect the other way counts as inactive or inconclusive.

entry	structure	Eya2 inh	USP2a inh	ELG1 repair inh	TSG101-PTAP inh	TSHR antagonist	Tb PFK inh	uPA surface inh	Chronic BCR inh	Mito fusion act	B2AR arrestin	TCR act
1	CC(=O)NNC(=S)NCCc1ccccc1	9%	0%	11%	1%	6	3%	-9%	1%	10%	-0.2%	7%
2	COC(=O)c1sc2ccccc2c1C(=O)OC	-9%	1%	4%	·	18	1%	-11%	-14%	-3%	-0.1%	·
3	NS(=O)(=O)c1ccc(CNC(=O)Cc2ccccc2[N+](=O)[O-])cc1	-9%	0%	-6%	-7%	34	1%	4%	-1%	4%	-0.4%	·
4	CCOC(=O)CNC(=O)c1ccc2[nH]c3ccccc3c2c1	-1%	-3%	?	-5%	-3	3%	-1%	?	1%	0.1%	-1%
5	C=CCn1c(SCc2cccnc2)nnc1-c1ccncc1	20%	0%	-2%	-7%	-3	-1%	-4%	6%	-2%	0.1%	7%
6	COc1ccc(NC(=O)CCc2nnc3ccc(NCc4ccc5c(c4)OCO5)nn23)cc1	-4%	1%	15%	6%	0	6%	0%	-4%	7%	0.2%	-2%
7	COc1ccccc1N1CCN(C(=O)c2sc3ncn(CC(=O)N4CCC(C)CC4)c(=O)c3c2C)CC1	-6%	-1%	-1%	-2%	-7	0%	?	1%	0%	-0.5%	1%
8	CCOCCCNC(=O)C1c2ccccc2Oc2ccccc21	6%	0%	1%	0%	-1	-2%	0%	1%	2%	0.0%	-3%
9	COCc1cc(=O)[nH]c(N2CCN(c3ccccc3OC)CC2)n1	-11%	2%	?	-2%	30	0%	5%	-2%	1%	-0.5%	4%
10	Cc1ccc(-n2c(NN)nc3ccccc3c2=O)c(C)c1	-3%	-2%	-9%	0%	6	-1%	2%	0%	4%	-0.6%	9%[46.1 µM]
11	C/C(CC(=O)Nc1cccc(Cl)c1)=N\NC(=O)Cc1ccc(Cl)cc1	3%	-2%	-3%	-4%	-2	1%	-5%	1%	-4%	0.0%	·
12	OCCNCc1cccc(Br)c1	6%	3%	?	-5%	13	-17%	16%	-2%	-6%	-1.1%	-6%
13	CCOc1ccc2nc(Cl)c(C3CC(c4ccco4)=NN3S(C)(=O)=O)cc2c1 (configuration not stated)	6%	0%	?	-2%	-1	1%	-4%	-4%	1%	3.7%	0%
14	COc1ccccc1N1CCN(CC(=O)Nc2ccccc2C(=O)NC(C)c2ccccc2)CC1 (configuration not stated)	-3%	-1%	2.9µM*	0%	-2	-7%	17%	4%	7%	-0.5%	3%
15	O=C(NCc1ccc2c(c1)OCO2)c1ccc(CSCc2cccc(Cl)c2)o1	-2%	1%	0%	-4%	0	0%	5%	-2%	?	-3.2%	-7%
16	CC(C)N(C(=O)COC(=O)c1ccc([N+](=O)[O-])cc1)c1ccccc1	-5%	3%	-14%	0%	-8	3%	-2%	3%	-1%	0.2%	-11%
17	COC(=O)C1=C(Nc2ccc(C)cc2)C=C(C)C(C(=O)OC)C1c1ccc(F)cc1 (configuration not stated)	-5%	-2%	-29%	0%	-19	5%	-8%	0%	-3%	0.2%	4%[46.1 µM]
18	CC1CCCN(Cc2c(O)ccc3c(=O)c(-c4ccc(Cl)cc4)coc23)C1 (configuration not stated)	8%	-3%	7%	-6%	2	-7%	2%	3%	3%	-0.7%	1%
19	Cc1nn(-c2ccccc2)c(C)c1NC(=O)COC(=O)c1cccc(OC(F)F)c1	13%	1%	12%	-1%	7	4%	1%	0%	7%	-0.3%	1%
20	O=S(=O)(N/N=C\C=C\c1ccccc1)c1ccc(Cl)cc1	12%	3%	3%	-8%	5	27%	·	-3%	3%	-0.5%	·
21	Nc1ccc(C(=O)O)c(O)c1	-10%&-5%&-1%&2%	11%&5%&0%&5%	-10%&0%&5%&-2%	0%&-8%&-3%	-9&-5&-2&4	1%&-4%&0%&-8%	22%&7%&0%	?	5%&0%&1%&-3%	-0.9%&-0.1%&-0.1%&-0.7%	-5%&-5%&10%
22	CSc1nc2c(c(=O)[nH]c(=O)n2C)n1C/C=C(\C)Cl	-5%	1%	7%	-4%	5	-2%	-6%	4%	3%	0.4%	·
23	COc1cccc(NC(=O)C2CCN(C(=O)[C@@H]3Cc4ccccc4CN3)CC2)c1	2%	2%	29%	-2%	-4	3%	3%	-3%	0%	0.2%	-1%
24	CC1CN(C(=O)c2ccc(COc3ccc(C(C)C)cc3)o2)CC(C)O1 (configuration not stated)	-8%	-6%	?	2%	-3	-5%	?	-9%	13%	3.5%	7%
25	CC(C)C1NC(C(=O)O)Cc2c1[nH]c1ccccc21 (configuration not stated)	8%	2%	-12%	-1%	-3	1%	-3%	?	-1%	-1.7%	3%
26	Cc1ccc(N(Cc2ccccc2)C(=O)c2cccc(S(=O)(=O)N3CCN(C)CC3)c2)cc1	-19%	0%	13%	-10%	7	0%	-24%	7%	-4%	0.1%	6%
27	O=C(CCCc1ccccc1)Nc1cccnc1Cl	5%	1%	15%	0%	-3	4%	-5%	-9%	7%	-0.2%	-21%
28	Cc1ccc(N2C(=O)NC(NS(=O)(=O)c3ccccc3)(C(F)(F)F)C2=O)cc1C (configuration not stated)	11%	-1%	0%	0%	-2	0%	8%	5%	0%	-0.5%	7%
29	CCCCCCC(=O)Nc1ccc(Br)cn1	1%	0%	15%	-6%	-2	?	0%	?	0%	-0.7%	-44%
30	COc1ccc(/C=C/C(=O)NC2CCCCCCC2)cc1S(=O)(=O)N1CCOCC1	-8%	1%	-5%	-1%	2	-9%	-11%	?	-4%	-0.9%	-1%[46.1 µM]
31	COc1ccccc1OCc1ccc(C(=O)NC(C)(C)C)o1	1%	0%	-6%	0%	9	-14%	-8%	-8%	-7%	0.2%	-2%
32	COc1ccc(N2CC(C(=O)Nc3nnc(C4CCCCC4)s3)CC2=O)cc1 (configuration not stated)	15%	1%	-8%	2%	1	1%	·	5%	-7%	-0.8%	-1%
33	COc1cccc(CN(C)C(=O)CC2C(=O)NCCN2C2Cc3ccccc3C2)c1 (configuration not stated)	-4%	1%	18%	1%	1	2%	-5%	-2%	0%	0.1%	-2%
34	Cc1c(C(=O)Nc2cccc(S(=O)(=O)N3CCOCC3)c2)oc2ccc(Br)cc12	-13%	2%	0%	2%	5	0%	6%	?	·	0.8%	2%
35	COc1ccccc1[C@H]1C(c2cccc(Cl)c2)=NN(c2ccccc2)[C@@H]1CO	-12%	-16%	?	3%	33	-4%	?	-3%	·	-0.5%	-6%[46.1 µM]
36	COC(=O)Cc1ccc(NC(=S)N2CCCC(C)C2)cc1 (configuration not stated)	4%	3%	?	0%	22	-4%	-1%	1%	-29%	-0.2%	-1%[46.1 µM]
37	O=C(CN1C(=O)NC2(CCCc3ccccc32)C1=O)c1ccc(Br)cc1 (configuration not stated)	-4%	0%	1%	-2%	14	1%	1%	0%	6%	-0.2%	5%
38	CCOC(=O)C1=C(C)NC(C)=C(C(=O)OCC)C1C(=O)OCC(=O)NC(C)C	11%	6%	?	-2%&-9%	-7	0%	2%&11%	-6%	0%	-0.1%	3%&-3%

Assay outcomes deposited in PubChem by National Center for Advancing Translational Sciences (NCATS).
